Vif-APOBEC3G blk – blocks the Vif interaction with human APOBEC3G. Q9HC16. HeLa A3G-eYFP + Vif (tagged APOBEC3G with the HIV-1 protein that degrades it), YFP fluorescence, overnight. Potency, µM (top dose mostly 46.1 µM), without a hit: at the highest dose activity, negative = active, most hits filed as inhibitors. 410,000 compounds, 0.076% hits. AID 602310;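 note: potency is the fitted concentration of half-maximal effect; % is set by controls: 0 for no effect and ±100 for the full control effect; nearly all actives have a fitted effect of over 60% in size; hits raise eYFP signal because A3G escapes Vif-driven loss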
Target sequence (Q9HC16 whole entry, looked up): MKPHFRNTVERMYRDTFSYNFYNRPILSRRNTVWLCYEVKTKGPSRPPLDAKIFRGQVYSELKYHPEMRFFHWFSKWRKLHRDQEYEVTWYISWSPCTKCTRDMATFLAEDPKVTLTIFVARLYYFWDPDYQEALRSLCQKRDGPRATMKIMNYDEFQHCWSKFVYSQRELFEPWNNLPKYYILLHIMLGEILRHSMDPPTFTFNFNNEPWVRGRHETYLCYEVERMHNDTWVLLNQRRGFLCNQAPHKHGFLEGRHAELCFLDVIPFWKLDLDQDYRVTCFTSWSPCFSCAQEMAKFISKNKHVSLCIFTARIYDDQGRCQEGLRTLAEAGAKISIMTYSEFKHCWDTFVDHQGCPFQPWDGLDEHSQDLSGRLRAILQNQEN
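Read-out is eYFP fluorescence (Ex 488/Em 500-530) from Vif-expressing HeLa A3G-eYFP cells; more signal means A3G escaped Vif-mediated degradation. Cells plated overnight, compound pinned in, incubated overnight at 37 deg C.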
12-LOX inh – inhibitors of human 12S-lipoxygenase ALOX12 | AID 1671190 | Potency, µM (doses to about 108 µM), without a hit: at the top dose activity change, negative = inhibition, usual class: inhibitors | purified 12hLO, xylenol orange hydroperoxide absorbance | 580,000 compounds, 1.1% hits | P18054; note: potency is the fitted concentration of half-maximal effect; % is set by controls: 0 for no effect and ±100 for the full control effect
Target sequence (P18054 whole entry, looked up): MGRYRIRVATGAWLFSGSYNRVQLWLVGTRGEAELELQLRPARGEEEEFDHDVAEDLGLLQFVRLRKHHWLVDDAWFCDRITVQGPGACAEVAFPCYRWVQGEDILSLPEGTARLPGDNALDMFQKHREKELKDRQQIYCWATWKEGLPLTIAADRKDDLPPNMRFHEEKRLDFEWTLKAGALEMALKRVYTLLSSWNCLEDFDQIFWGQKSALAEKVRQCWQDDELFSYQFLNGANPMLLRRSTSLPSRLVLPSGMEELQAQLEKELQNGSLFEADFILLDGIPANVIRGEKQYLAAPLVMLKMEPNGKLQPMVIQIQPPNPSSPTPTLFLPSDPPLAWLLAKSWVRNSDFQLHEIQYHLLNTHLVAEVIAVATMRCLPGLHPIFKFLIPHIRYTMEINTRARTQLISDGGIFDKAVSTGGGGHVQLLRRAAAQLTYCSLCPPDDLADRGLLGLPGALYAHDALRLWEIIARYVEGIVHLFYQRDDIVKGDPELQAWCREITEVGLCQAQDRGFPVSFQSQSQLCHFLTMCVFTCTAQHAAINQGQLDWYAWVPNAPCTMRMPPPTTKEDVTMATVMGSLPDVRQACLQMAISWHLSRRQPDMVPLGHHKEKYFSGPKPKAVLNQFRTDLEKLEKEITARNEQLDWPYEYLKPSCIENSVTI
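Purified human 12hLO (150 nM final) in 25 mM Hepes, 0.01% Triton X-100, pH 7.0 was preincubated 15 min at room temperature with compound. Then 40 uM arachidonic acid was added, 30 min. Hydroperoxide was read by Fe-XO absorbance ratio 573/405 nm.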
Glioma ERSR ind – ER stress response induction in glioma. U87-MG GRP78 promoter luciferase reporter, 16 h. Potency, µM, for the others: top-dose activation, usual class: activators. 420,000 compounds, 0.02% hits; note: potency is the fitted concentration of half-maximal effect; series mostly up to about 76 µM; % of control where 0% means no effect; nearly all actives have a fitted effect of over 35% in size
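ERSR induction read as luciferase luminescence (Bright-Glo, 10 min at room temperature) in stably transfected human U87-MG glioma cells exposed to compounds for 16 h, using GRP78 as sensor.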
D2 agonist – activates the human D2 dopamine receptor; HEK293 T-REx D2 cells, calcium flux agonist mode; activation, % at 2 µM; AID 485358; 340,000 compounds, 0.53% hits; P14416;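 active = activation over 3 SD above normal in the single-dose calcium agonist read, cut at about 30% in these data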; note: 0% is about no effect
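In this primary screen, compounds producing a positive calcium signal within 180 s of addition to tetracycline-induced, force-coupled HEK293 Trex D2 cells are flagged; cells are dye-loaded with a no-wash calcium kit beforehand.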
D2 antag – antagonizes the human D2 dopamine receptor. HEK293 TREx D2 cells, calcium flux, dopamine EC80. inhibition, % at 10 µM. 340,000 compounds, 2% hits. AID 485344; in the data active = inhibition above about 30%; note: 0% is about no effect
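Overnight-induced (tetracycline, 30 C) HEK293 T-REx cells carrying force-coupled D2 receive a no-wash calcium dye, then compound, then EC80 dopamine at 180 s; signals are read kinetically throughout.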
ERG-DNA inh – inhibitors of human ERG Ets domain-DNA interaction; P11308; fluorescence polarization, His-ERG Ets domain / labelled DNA; Potency, µM (doses to about 76.9 µM), for the others: at the highest dose FP activity, negative = inhibition, most hits filed as inhibitors; 370,000 compounds, 0.028% hits; AID 624246; active = well fitted inhibition curve with a large enough effect in the polarisation, with a control signal flat; inconclusive = small, poorly fitted or top-dose-only effect, or effect the other way, or a change in a side signal; inactive = no such curve, though single readings can be large or run the other way; the % refers to the polarisation;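 note: polarization taken with two DNA probes labelled with fluorescein and Texas red; potency is the fitted concentration of half-maximal effect; % of control where 0% means no effect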
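His-tagged ERG Ets domain (1 uM in the protein solution; 300mM KCl, 50mM Tris-HCl, 1mM EDTA, 1mM DTT, pH 7.5) received compound, then a probe mix of 5 nM fluorescein-DNA and 100nM Texas-615-DNA. Fluorescence polarization was read for both dyes.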
Vif-APOBEC3F blk – blocks the Vif interaction with APOBEC3F; HeLa A3F-eYFP + Vif (tagged APOBEC3F with the HIV-1 protein that degrades it), YFP fluorescence increase; AID 602313; 390,000 compounds, 0.2% hits; Potency, µM (titrated, usually from 46.1 µM), inactives show at the top dose activity, negative = active; note: potency is the fitted concentration of half-maximal effect; % of control where 0% means no effect; nearly all actives have a fitted effect of over 65% in size
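HeLa cells stably expressing Vif plus C-terminally eYFP-tagged A3F were seeded, incubated overnight at 37 deg C, dosed with compound, incubated overnight again at 37 deg C. Yellow fluorescence (Ex 488/Em 500-530) reported blocked Vif-mediated A3F-eYFP degradation.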
LDHA inh – LDHA (human) enzyme inhibition. P00338. purified LDHA, NADH/diaphorase-resazurin fluorescence; active compounds read low. activity change, % (values are at about 110 or 230 µM). 480,000 compounds, 0.15% hits. AID 1347041; in the data active = activity change below about -30%; inconclusive = mostly about -25% to -30%;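 note: plate controls were DMSO wells for no effect and wells without enzyme for full effect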
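Enzyme activity of human lactate dehydrogenase 5 (2 nM; 0.06 mM NADH, 0.2 mM pyruvate, 5 min, RT) is measured via a resazurin/diaphorase fluorescence readout of residual NADH.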
RGS4 inh – blocks human RGS4-accelerated GTP hydrolysis | P49798 | Transcreener GDP fluorescence polarization, RGS4-accelerated GTP hydrolysis | Potency, µM (top dose mostly 114 µM), without a hit: at the top dose activity change, negative = inhibition, most hits filed as inhibitors | 390,000 compounds, 0.039% hits; note: potency is the fitted concentration of half-maximal effect; % is set by controls: 0 for no effect and ±100 for the full control effect; nearly all actives have a fitted effect of over 75% in size; some results filed as inactive show a strong effect at the top dose
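MLSMR compounds (23 nl, pin-transferred) preincubated 10 min at room temperature with a 500nM (2x) first reagent, then RGS4 at 900nM (2x) plus Transcreener GDP mix added; fluorescence polarization (620/688 nm) read before and after 90 min at 30 °C.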
* marks the source's active call; other numbers are inactive results; ? = inconclusive; · = no result given; & = joins results of further samples; [ ] = remark or other dose. Unless noted, calls come from the whole dose curve; as a rule, active = well fitted curve in the direction sought with a large enough effect; inconclusive = small, poorly fitted or top-dose-only effect, or another doubt; inactive = no such curve, though single readings can be large; an effect the other way counts as inactive or inconclusive.

SMILES	Vif-APOBEC3G blk	12-LOX inh	Glioma ERSR ind	D2 agonist	D2 antag	ERG-DNA inh	Vif-APOBEC3F blk	LDHA inh	RGS4 inh
COc1ccc(C(=O)C2CCCN(Cc3cnc(C)s3)C2)cc1OC (stereo not drawn)	-3%	-5%	-3%	0.1	5	-1%	3%	-2	-12%
Cc1cc(C)c(C)c(C(O)(C(=O)O)c2ccccc2)c1 (stereo not drawn)	1%	-21%	-2%	·	·	·	-3%	-2	·
Cc1ccc2nc3c(cc2c1)CC1(C(=O)N(C)C(=O)N(C)C1=O)C1CCCCN31 (stereo not drawn)	0%	0%	0%	·	·	-2%	2%	0	10%[11.4 µM]
Cc1ccc(N)c(C)c1	-2%	-2%	-1%	0.8	2	-6%	-5%	-7	7%
COC(=O)C1=C(c2ccc(F)cc2OCc2ccccc2)C[C@@H]2CC[C@H]1N2C(=O)NCc1ccc(F)cc1	-6%	-2%	-2%	0.6	-19	5%	0%	2	4%
Cc1ccc(N)c(C(=O)c2ccccc2)c1	-4%	18%	-4%	·	·	·	2%	-6	7%
Cc1cccc(N2C(=O)/C(=C/c3ccc(CN(CCC#N)S(C)(=O)=O)o3)C(=O)NC2=S)c1	0%	13µM*	-1%	1.5	-18	20%	3%	11	?
O=C(Nc1cc(C(F)(F)F)cc(C(F)(F)F)c1)c1cccn(Cc2ccccc2Cl)c1=O	2%	1%	-1%	1.6	·	?	-7%	-4	6%
COc1ccc2[nH]c3c(c2c1)CCN[C@H]3C	1%	-1%	-8%	4.2	4	-1%	2%	-17	0%
CCCCCCCCCCCCCCCC[n+]1ccccc1	?	?	-11%&-13%&-13%&-12%&-11%	·	·	-22%&-3%	3%&-2%	4&0&2	?
CCOP(=O)(OCC)C(NC(=O)C(C)C)C(Cl)(Cl)Cl (stereo not drawn)	2%	-2%	-2%	0.0	7	4%	7%	3	-11%
COc1ccc(C2c3c(nc(C)[nH]c3=O)Oc3c2c(=O)oc2ccccc32)cc1 (stereo not drawn)	4%	0%	-5%	0.4	19	3%	3%	-2	11%
Cc1ccc2c(c1)CNc1ccccc1O2	-1%	14%	6%	-1.5	-2	-6%	-1%	0	-18%
O=c1c2ccccc2nc(-c2ccoc2)n1-c1ccccc1Cl	-20%	-25%	-5%	0.9	-11	4%	-1%	1	2%
CC(=NCCN(C)C)c1c(O)n(Cc2ccccc2)c(=O)[nH]c1=O	1%	8%	0%	0.0	-2	6%	-1%	0	-4%
CN(C(=O)Cc1ccc(Cl)c(Cl)c1)C(CN1CCCC1)c1cccc(OCC(=O)O)c1 (stereo not drawn)	0%	?	-1%&-1%&-5%	-1.3	10	1%	-3%	-4	-10%[56.9 µM]
COc1ccc(-c2nn(CCC#N)cc2C(=O)NCc2ccccc2)cc1[N+](=O)[O-]	-7%	-14%	-2%	0.2	3	3%	0%	-2	8%
c1cc2c(cc1CCNC1CCCCCC1)OCO2	0%	?	1%	1.0	25	-11%	-4%	-14	7%
Cc1ccc(Cn2nnnc2CN2CCC(n3nnc4cc(C)ccc43)CC2)cc1	0%	?	0%	-2.0	-22	-12%	3%	0	-3%
CNC(=O)Oc1ccc2c(c1)[C@]1(C)CCN(C)[C@@H]1N2C	-2%&1%	0%&-3%&20%	-1%&-1%&-3%&-3%	-1.3&-1.1	-12&11	-5%&7%	-1%&4%	3&10&34	-10%[56.9 µM]
CN1CCc2cc3c(c4c2C1Cc1ccccc1-4)OCO3 (stereo not drawn)	0%	-12%	-7%	·	·	-4%	-2%	40	2%[56.9 µM]
COc1ccc(C2SCC(=O)Nc3c2c(=O)[nH]n3C2CCCCCC2)cc1 (stereo not drawn)	-5%	-7%	-1%	-0.4	7	3%	-2%	2	-11%
CCOc1ccc(NC(=O)N2C[C@H]3C[C@@H](C2)c2cccc(=O)n2C3)cc1	-5%	-14%	1%	-0.2	-17	0%	6%	-1	-9%
COc1ccc(NC(=S)NC(NC(=O)CF)C(Cl)(Cl)Cl)cc1[N+](=O)[O-] (stereo not drawn)	-2%	?	-6%	1.4	1	0%	-1%	-10	-20%
C=CCN(CC=C)C(=O)CCN1CC1C (stereo not drawn)	2%	16%	-2%	·	·	11%	-5%	-10	-18%

Further compounds
SMILES	Vif-APOBEC3G blk	12-LOX inh	Glioma ERSR ind	D2 agonist	D2 antag	ERG-DNA inh	Vif-APOBEC3F blk	LDHA inh	RGS4 inh
CCC(=Nc1ccccc1NC(C)=O)c1c(O)n(C)c(=O)n(C)c1=O	-1%	-14%	-1%	-0.5	1	0%	0%	4	-2%
CC1CN1P1(=O)OCC(C)([N+](=O)[O-])CO1 (stereo not drawn)	-2%	-24%	-4%	·	·	14%	12%	-3	-14%
CCC1(CC(C)c2ccccc2)C(=O)NC(=O)NC1=O (stereo not drawn)	4%	15%	-5%	·	·	-9%	0%	-2	23%
N=c1c[n+](C2CCCCC2)[n-]o1	-2%	0%	-3%	0.9	-4	-10%	1%	-10	16%
COc1ccc(-c2nn(CCC#N)cc2C(=O)Nc2ccc(C(C)=O)cc2)cc1[N+](=O)[O-]	-5%	0%	0%	-0.1	9	-3%	8%	-4	4%
CC(C)(C)n1cc(C(=O)c2ccccc2OCCCF)cn1	-1%	11%	-4%	0.4	-17	-11%	0%	-9	-43%[56.9 µM]
COc1cccc(N=Cc2c(O)n(Cc3ccco3)c(=O)[nH]c2=O)c1	0%	33%[activator]	-3%	0.8	-8	4%	1%	-2	-22%
CC1CCCCN1CC(O)c1c[nH]c2ccccc12 (stereo not drawn)	1%	46%	-2%	0.5	18	9%	5%	-5	11%
O=c1[nH]c(=S)[nH]c(O)c1N=Nc1cc2c(cc1[N+](=O)[O-])OCO2	0%	-24%	-2%	-0.9	14	-10%	2%	6	-15%
Nc1cc2nc3ccccc3nc2cc1N	-3%	?	1%	-1.3	0	6%	-22%	5	-12%
Cc1ccc(-n2nc(C)cc2NC(=O)COc2cc(C)cc3oc(=O)c4c(c23)CCC4)cc1	4%	-3%	2%	0.1	10	1%	2%	2	-34%
CN(C)P(=O)(NC(=O)c1cccn1C)N(C)C	1%	18%	-3%	0.9	5	17%	11%	1	-17%
O=C(c1cccc2ccccc12)C1CCCN(Cc2ccon2)C1 (stereo not drawn)	-4%	1%	4%	-0.1	-3	1%	-7%	-2	-3%
Cc1cccc(N=Nc2ccc(N(C)C)cc2)c1	-6%	1%	-5%	-2.5	1	-2%	-17%	3	?
O=C(Nc1ccc2c(c1)OCO2)c1cccn(Cc2ccccc2)c1=O	4%	-17%	-1%	·	·	1%	1%	4	-21%
CCCCCCN=Cc1c(O)n(C)c(=O)n(C)c1=O	-1%	-1%	-4%	-0.4	-1	-4%	5%	0	-7%
COC(=O)C1=C(c2ccc(OCc3ccccc3)cc2)C[C@@H]2CC[C@H]1N2C(=O)NCc1cccc(F)c1	3%	-11%	-3%	·	·	·	-9%	-1	·
O=c1c2ccccc2nc(/C=C/c2ccccc2F)n1-c1ccccc1O	-19%	11µM*	2%	-1.7	-7	6%	1%	-5	22%
CC(=NCCN1CCCCC1)c1c(O)[nH]c(=O)[nH]c1=O	5%	0%	-5%	·	·	3%	-3%	-14	56%[activator]
CC/C(=N\Nc1ccccc1)c1c(O)n(C)c(=O)n(C)c1=O	-13%	-21%	3%	-0.1	-13	-10%	-1%	-5	14%
Cc1ccc(S(=O)(=O)NCC2CCC(C(=O)N3CCC4(CC3)OCCO4)CC2)cc1 (stereo not drawn)	-2%	46%[activator]	0%	0.6	-12	2%	0%	-7	4%
O=C(COc1ccc(Cl)cc1)N1CCN(Cc2ccc([N+](=O)[O-])cc2)CC1	-7%	?	-1%	2.2	15	-10%	0%	-13	-13%
COc1ccc(C(=O)C2CCCN(Cc3ccsc3)C2)cc1OC (stereo not drawn)	-9%	5%	-1%	0.0	-15	6%	-3%	-1	14%
COC(=O)C1=C(c2ccc(-c3ccccc3)c(F)c2)C[C@@H]2CC[C@H]1N2C(=O)NC1CCCCC1	1%	?	-6%	-0.3	1	-9%	5%	0	-17%
O=c1[nH]c(=O)n(Cc2ccccc2)c(O)c1C=NCCCn1ccnc1	0%	-20%	-4%	0.4	5	1%	-12%	1	-10%

Further entries
SMILES	Vif-APOBEC3G blk	12-LOX inh	Glioma ERSR ind	D2 agonist	D2 antag	ERG-DNA inh	Vif-APOBEC3F blk	LDHA inh	RGS4 inh
O=C(O)CCC(=O)NCCC1=c2ccccc2=N/C1=C\c1c(O)n(Cc2ccc(F)cc2)c(=S)[nH]c1=O	-13%	?	-6%	0.4	-2	10%	-17%	-8	?
COC(=O)[C@@H]1C(OC(=O)c2ccccc2)CC2CCC1N2C (stereo partly drawn)	1%	9%	-3%	·	·	-2%	-1%	-2	14%
O=C1NC(=O)N(c2ccccc2F)C(=O)/C1=C/c1ccc(Oc2ccc([N+](=O)[O-])cn2)cc1	-1%	?	-4%	·	·	4%	2%	-19	?
O=c1cccc2n1CC1CC2CN(C(c2ccccc2)c2sc3ncnn3c2O)C1 (stereo not drawn)	2%	-5%	-5%	1.3	32*	-11%	13%	-1	5%
CC1(C(=O)O)CC12c1ccccc1-c1ccccc12 (stereo not drawn)	0%	1%	-7%	·	·	3%	10%	1	11%
CCOC(=O)[C@]1(C#N)[C@@H]2C=CC(C(C)=O)=CN2[C@@H](C(N)=O)[C@@H]1c1ccsc1	0%	64%	3%	1.0	-5	7%	-4%	7	-31%

Screening results from PubChem BioAssay.

An excerpt; the hit share may differ from the screen's.
